Source: PubChem
AmpC inh detg = AmpC beta-lactamase inhibition with detergent present; Potency, µM (titrated, usually from 114 µM), without a hit: top-dose activity change, negative = inhibition, hits mostly inhibitors; AmpC hydrolysis of nitrocefin, absorbance 480 nm, 0.01% Triton; P00811; actives 0.041% (n = 370,000); AID 485294;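 note: potency is the fitted concentration of half-maximal effect; 0% = no-compound wells and -100% = no-enzyme wells; nearly all actives have a fitted effect of over 25% in size; some results filed as inactive show a strong effect at the top dose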
Target sequence (P00811 whole entry, looked up): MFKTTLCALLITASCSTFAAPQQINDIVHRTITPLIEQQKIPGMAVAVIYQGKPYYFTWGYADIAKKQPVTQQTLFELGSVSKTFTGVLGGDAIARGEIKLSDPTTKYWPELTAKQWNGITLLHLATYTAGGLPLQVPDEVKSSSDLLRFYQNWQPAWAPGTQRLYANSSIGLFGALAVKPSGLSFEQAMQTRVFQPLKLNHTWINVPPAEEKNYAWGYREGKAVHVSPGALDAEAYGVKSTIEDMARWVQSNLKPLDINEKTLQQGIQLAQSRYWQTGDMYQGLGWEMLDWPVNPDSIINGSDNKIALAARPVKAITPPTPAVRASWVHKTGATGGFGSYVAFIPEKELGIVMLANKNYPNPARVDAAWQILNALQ
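AmpC (5.3 nM in the dispensed reagent) in 20 mM phosphate pH 7.0 with 0.01% (detergent screen) or 0.0001% Triton X-100 was preincubated with compounds for 15 min at room temperature. Nitrocefin was then added from an 800 uM solution, and hydrolysis was followed at 480 nm.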
AMA1-RON2 inh = inhibitors of Plasmodium falciparum AMA1-RON2 interaction; actives 0.2% (n = 360,000); AlphaScreen AMA1-biotinylated RON2 peptide binding; Potency, µM (titrated, usually from 58.2 µM), for the others: top-dose activity change, negative = inhibition, usual class: inhibitors;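 note: potency is the fitted concentration of half-maximal effect; 0% = vehicle wells and -100% = peptide control; nearly all actives have a fitted effect of over 45% in size; some results filed as inactive show a strong effect at the top dose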
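AMA1 (3D7) with his tag at 25 nM final met compounds first, then biotinylated RON2 peptide at 25 nM; detection used donor plus acceptor beads, 10 µg/mL apiece, read by AlphaScreen after 30 min at room temperature.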
AmpC inh no detg = inhibitors of E. coli AmpC beta-lactamase without detergent | Potency, µM (highest dose often 57.1 µM), for inactives: top-dose activity change, negative = inhibition, hits mostly inhibitors | AmpC nitrocefin hydrolysis, absorbance 480 nm, 0.0001% Triton | P00811 | actives 0.52% (n = 330,000);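 note: potency is the fitted concentration of half-maximal effect; plate controls were no compound for no effect and no enzyme for full effect; nearly all actives have a fitted effect of over 20% in size; some results filed as inactive show a strong effect at the top dose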
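AmpC (5.3 nM in the dispensed reagent) in 20 mM phosphate pH 7.0 with 0.01% (detergent screen) or 0.0001% Triton X-100 was preincubated with compounds for 15 min at room temperature. Nitrocefin was then added from an 800 uM solution, and hydrolysis was followed at 480 nm.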
HCMV inh = human cytomegalovirus inhibition; HFF cells, HCMV-luciferase reporter, 72 h; stronger effect = lower value; activity change, negative = inhibition, % at 57.5 µM; actives 4.5% (n = 410,000); in the data active = activity change below about -60%; inconclusive = no clear call, values can overlap the other calls; inactive = above about -39%
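Two-dose cell screen: HFF monolayers treated with compounds and infected with luciferase-expressing HCMV at 1 PFU/cell, 72 h at 37C, then lysed for luciferase measurement.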
HCV inhibitor = inhibitors of hepatitis C virus infection. Potency, µM (titrated, usually from 41.8 µM), without a hit: at the highest dose activity change, negative = inhibition, usual class: inhibitors. actives 3.4% (n = 340,000). Huh7.5.1 HCVcc-Cre infection, luciferase reporter, 44 h; note: potency is the fitted concentration of half-maximal effect
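1,000 cells/well; 4 h culture; + compound; + HCVcc-Cre (~0.5 moi); 44 h; luciferase substrate, RT 15 min; read 15 sec.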
LmPK inhibitor = blocks Leishmania mexicana pyruvate kinase activity. Q27686. purified LmPK, Kinase-Glo ATP luminescence, 1 h. Potency, µM (top dose mostly 57.5 µM), for inactives: at the top dose activity change, negative = inhibition, hits mostly inhibitors. actives 0.37% (n = 290,000). AID 1721; note: potency is the fitted concentration of half-maximal effect
Target sequence (Q27686 whole entry, looked up): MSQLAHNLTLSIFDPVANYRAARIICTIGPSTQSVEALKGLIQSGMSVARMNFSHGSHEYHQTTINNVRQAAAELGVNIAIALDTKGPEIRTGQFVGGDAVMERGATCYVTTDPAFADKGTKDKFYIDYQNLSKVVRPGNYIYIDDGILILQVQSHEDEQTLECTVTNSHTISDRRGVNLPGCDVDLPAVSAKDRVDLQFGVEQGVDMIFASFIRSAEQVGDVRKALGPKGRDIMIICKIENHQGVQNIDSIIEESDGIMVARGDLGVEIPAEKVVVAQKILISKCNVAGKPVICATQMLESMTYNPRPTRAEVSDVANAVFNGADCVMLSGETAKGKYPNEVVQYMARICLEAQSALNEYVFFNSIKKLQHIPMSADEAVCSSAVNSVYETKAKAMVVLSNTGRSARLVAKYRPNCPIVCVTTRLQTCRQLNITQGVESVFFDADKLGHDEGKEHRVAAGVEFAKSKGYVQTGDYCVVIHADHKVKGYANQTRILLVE
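0.1 nM LmPK, 0.5 mM PEP, 0.1 mM ADP; 50 mM imidazole pH 7.2, 7 mM MgCl2, 50 mM KCl; 1 h RT. Kinase-Glo luminescence readout, normalized to no-enzyme (full inhibition) and uninhibited wells.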
TbPYK inhibitor = blocks Trypanosoma brucei pyruvate kinase | Q57TT1 | TbPYK enzyme, Kinase-Glo Plus ATP luminescence, 45 min | Potency, µM (highest dose often 76.8 µM), for inactives: at the top dose activity, negative = inhibition, actives largely listed as inhibitors | actives 0.12% (n = 410,000); note: potency is the fitted concentration of half-maximal effect; nearly all actives have a fitted effect of over 50% in size
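Glycolytic pyruvate kinase of T. brucei was incubated with substrate, test compound and 130 uM ADP for 45 minutes at room temperature. Luminescent Kinase-Glo Plus signal was measured after 10 minutes.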
An asterisk follows results filed as active; ? = inconclusive; nt = no result given; [ ] = dose if it differs, or a comment. Unless noted, calls come from the whole dose curve; as a rule, active = well fitted curve in the direction sought with a large enough effect; inconclusive = small, poorly fitted or top-dose-only effect, or another doubt; inactive = no such curve, though single readings can be large; an effect the other way counts as inactive or inconclusive. Unless noted, % is set by controls: 0 for no effect and ±100 for the full control effect. Not a hit list, and some 7.5% of all compounds hit somewhere here.

SMILES,AmpC inh detg,AMA1-RON2 inh,AmpC inh no detg,HCMV inh,HCV inhibitor,LmPK inhibitor,TbPYK inhibitor
CCNC(=S)Nc1ccc2c(c1)c(=O)n(C)n2-c1ccc(C(C)(C)C)cc1,nt,34%[activator],nt,-26,nt,nt,-4%
CN(C)c1ccc(C(=O)Nc2cccc(S(=O)(=O)NC3=NCCCCC3)c2)cc1,-1%,-8%,-38%,0,8%,nt,-10%
CC(c1ccccc1)N1C(=O)NC(NC(=O)C(C)(C)C)(C(F)(F)F)C1=O (stereo not drawn),-6%,-4%,-10%,-36,0%,5%,-6%
CN(C(=O)COC(=O)C12CC3CC(CC(C3)C1)C2)c1c(N)n(Cc2ccccc2)c(=O)[nH]c1=O,-8%,-2%[11.6 µM],-4%,-31,5%,nt,-4%
COc1ccc(S(=O)(=O)NCC2CCCN(C(=O)c3cccnc3)C2)cc1 (stereo not drawn),4%,-2%,6%,-60*,2%,-3%,0%
O=C(N/N=C/c1ccc2c(c1)OCO2)c1cccs1,-2%,1%,-12%,73,-9%,?,-19%
O=C(Nc1ccc(Br)cc1)c1ccc(N2C(=O)C3CC=C(Cl)CC3C2=O)cc1 (stereo not drawn),-6%,4%,-54%,-29,?,8%,1%
C=CCc1ccc(OC(=O)c2ccccc2)c(OC)c1,11%,63%[activator],-16%,0,20%,-6%,1%
COC(=O)c1ccc2ccccc2n1,nt,0%,nt,nt,14%,nt,2%
OC(c1ccc(F)c(F)c1)c1nc(-c2cccc3cccnc23)cs1 (stereo not drawn),nt,19%,nt,18,nt,nt,8%
CC(C)C(=O)NC(=S)Nc1ccc(S(=O)(=O)Nc2nccs2)cc1,5%,9%,-22%,-32,17%,-2%,0%
O=C(CN1CCN(c2ccccn2)CC1)Nc1cccc(Br)c1,-1%,19%,49%,?,-11%,-1%,3%
COc1ccc(CCN(C)C/C=C/c2ccccc2[N+](=O)[O-])cc1OC,?,-12%,3%,87,-28%,-3%,2%
CC(C)[C@H](NC(=O)c1ccccc1F)C(=O)Nc1ccc(F)c(F)c1,-7%,0%,-22%,111,12%,0%,2%
Cc1ccc(C)c(Cn2c(=O)n(Cc3ccc(C(=O)NC4CCN(Cc5ccccc5)CC4)cc3)c(=O)c3ccccc32)c1,20%,nt,nt,10,nt,nt,-5%
COC(=O)c1[nH]c2ccc(F)cc2c1NC(=O)CCN1CC(C)OC(C)C1 (stereo not drawn),-1%,0%,0%,10,4%,2%,5%
CCOc1ccc(C(=O)NCC(=O)N2CCC(C)CC2)cc1OCC,-1%,-2%,0%,15,19%,-5%,1%
CCOC(=O)[C@]12CCC=C1N(Cc1ccccc1)C(=O)[C@H](CC(=O)N1CCCCC1)C2,nt,-5%,nt,-10,nt,nt,3%
COC(=O)c1ccccc1NC(=O)CN1CCCCCC1,-8%,5%,-18%,-7,-15%,4%,-3%
O=C(Nc1ccc(Cl)c(Cl)c1)Nc1ccccc1NS(=O)(=O)c1cccs1,-9%,0%,-42%,-13,0%,-1%,5%
COC(=O)[C@]1(Cc2ccccc2)N[C@H](c2ccc(-c3ccc(F)cc3)cc2)[C@@H]2C(=O)N(C)C(=O)[C@@H]21,-11%,-10%,143%[activator],2,11µM*,nt,-6%
CN(CC(=O)Nc1cccc(F)c1)CC(=O)Nc1cc(S(=O)(=O)N2CCOCC2)ccc1Cl,3%,123%[activator],101%[activator],0,11µM*,nt,-1%
CCN(CC)c1ccc(C(=O)O)cc1,-9%,0%,-16%,-36,18%,-4%,-12%
N#Cc1ccccc1OCCOCCNC1CCCC1,-1%,17%,-16%,-16,-1%,-5%,5%

Reformatted field by field: entries from further up.
> COC(=O)c1[nH]c2ccc(F)cc2c1NC(=O)CCN1CC(C)OC(C)C1 (stereo not drawn)
  AmpC inh detg = -1%
  AMA1-RON2 inh = 0%
  AmpC inh no detg = 0%
  HCMV inh = 10
  HCV inhibitor = 4%
  LmPK inhibitor = 2%
  TbPYK inhibitor = 5%

> CCOc1ccc(C(=O)NCC(=O)N2CCC(C)CC2)cc1OCC
  AmpC inh detg = -1%
  AMA1-RON2 inh = -2%
  AmpC inh no detg = 0%
  HCMV inh = 15
  HCV inhibitor = 19%
  LmPK inhibitor = -5%
  TbPYK inhibitor = 1%

> CCOC(=O)[C@]12CCC=C1N(Cc1ccccc1)C(=O)[C@H](CC(=O)N1CCCCC1)C2
  AmpC inh detg = nt
  AMA1-RON2 inh = -5%
  AmpC inh no detg = nt
  HCMV inh = -10
  HCV inhibitor = nt
  LmPK inhibitor = nt
  TbPYK inhibitor = 3%

Compound profiles, from the list above:
Record of `Cc1ccc(C)c(Cn2c(=O)n(Cc3ccc(C(=O)NC4CCN(Cc5ccccc5)CC4)cc3)c(=O)c3ccccc32)c1` : AmpC inh detg = 20%; AMA1-RON2 inh = nt; AmpC inh no detg = nt; HCMV inh = 10; HCV inhibitor = nt; LmPK inhibitor = nt; TbPYK inhibitor = -5%
Record of `O=C(Nc1ccc(Cl)c(Cl)c1)Nc1ccccc1NS(=O)(=O)c1cccs1` : AmpC inh detg = -9%; AMA1-RON2 inh = 0%; AmpC inh no detg = -42%; HCMV inh = -13; HCV inhibitor = 0%; LmPK inhibitor = -1%; TbPYK inhibitor = 5%
Record of `CCOc1ccc(C(=O)NCC(=O)N2CCC(C)CC2)cc1OCC` : AmpC inh detg = -1%; AMA1-RON2 inh = -2%; AmpC inh no detg = 0%; HCMV inh = 15; HCV inhibitor = 19%; LmPK inhibitor = -5%; TbPYK inhibitor = 1%

The list goes on:
SMILES,AmpC inh detg,AMA1-RON2 inh,AmpC inh no detg,HCMV inh,HCV inhibitor,LmPK inhibitor,TbPYK inhibitor
COc1ccc(CN2CCC(CO)(CCOc3ccccc3)CC2)cc1C,9%,-5%,75%[activator],-22,-9%,-1%,-2%
CCC(CC)c1nnc(NC(=O)CCNC(=O)c2ccccc2Cl)s1,-14%,-3%,-12%[11.4 µM],62,3%,5%,1%
CCN1CCN(CC(O)COc2ccc3c(c2)CCC3)CC1 (stereo not drawn),3%,-7%,1%,-8,?,1%,0%
Clc1ccccc1N=C1NN=C(c2cccs2)CS1,7%,-11%,-37%,134,?,-3%[11.5 µM],-2%
CC1(c2nnc(-c3ccncc3)o2)CC(c2ccccc2)=NO1 (stereo not drawn),nt,-13%,nt,?,-8%[8.37 µM],nt,-2%
COc1ccccc1CNC(=O)c1oc2ccc(S(=O)(=O)N3CCCC3)cc2c1C,-3%,-11%,15%,nt,?,-1%,-5%
CCCC(=O)N1CCN(c2ccc(C(=O)c3ccc(OC)c(Br)c3)cc2F)CC1,-7%,nt,-12%,nt,nt,-1%,nt
O=c1ccn(CCOc2ccc(Cl)cc2)c(=O)[nH]1,?,-3%,0%,-21,-10%,0%,-3%
CC(C)(C)C1CCC(=NNC(=O)C(=O)NCc2ccco2)CC1 (stereo not drawn),2%,21%,-15%,?,7%,-1%,2%
COC(=O)[C@H](Cc1ccccc1)NCCCn1cnc(C(=O)Nc2ccc(C)c(C)c2)n1,nt,0%,nt,-17,1%[8.37 µM],nt,2%
CC(OC(=O)Nc1cccc(Cl)c1)C(=O)O (stereo not drawn),4%,17%,-8%,42,16%,8%,1%
O=C(COC(=O)c1cc(S(=O)(=O)N2CCCCC2)ccc1N1CCOCC1)c1ccccc1Cl,nt,1%,nt,nt,nt,nt,-10%

Shown with values under each structure: part of the list above
Below each SMILES – AmpC inh detg, AMA1-RON2 inh, AmpC inh no detg, HCMV inh, HCV inhibitor, LmPK inhibitor, TbPYK inhibitor
> CCOC(=O)[C@]12CCC=C1N(Cc1ccccc1)C(=O)[C@H](CC(=O)N1CCCCC1)C2
→ nt, -5%, nt, -10, nt, nt, 3%
> O=C(Nc1ccc(Br)cc1)c1ccc(N2C(=O)C3CC=C(Cl)CC3C2=O)cc1 (stereo not drawn)
→ -6%, 4%, -54%, -29, ?, 8%, 1%

(next part)
SMILES,AmpC inh detg,AMA1-RON2 inh,AmpC inh no detg,HCMV inh,HCV inhibitor,LmPK inhibitor,TbPYK inhibitor
O=C(NCC1CCCCC1)c1cccnc1Cl,-14%,1%,-10%,-16,14%,-1%,0%
CC1=C(C(=O)Nc2ccc(C)cc2C)C(c2ccc(C)o2)NC(=S)N1 (stereo not drawn),-20%,-2%,-12%,-1,?,1%,-16%
CCCC(=O)N(c1ccc2oc(C)c(C(C)=O)c2c1)S(=O)(=O)c1ccc(C)c([N+](=O)[O-])c1,-2%,2%,-29%,51,-15%,0%,-5%
Oc1cccc(-c2nnc(-c3cccc(O)c3)nn2)c1,nt,-5%,nt,-13,?,nt,-11%
O=C(CSc1ccccc1)Nc1ccc2c(c1)C(=O)NC2=O,-4%,1%,-33%,-38,-4%,5%,-11%
CCOP(=O)(OCC)/C(C#N)=C/c1cc(OC)ccc1OC,3%,26%,32%,-16,-5%,3%,3%
CCCC(=O)Nc1ccc2nn(-c3ccc(OC)cc3)nc2c1,-6%,7%,-3%,35,?,-3%,-1%
COc1ccc(-c2nc(-c3ccc(Br)cc3)no2)c(OC)c1,0%,-15%,nt,138,nt,-4%,-3%
CC(Sc1nc(NCc2ccccc2)nc(N(C)C)n1)C(=O)Nc1ccccc1 (stereo not drawn),-5%,-2%,-5%,-105*,?,8%,-16%
Cc1ccc(S(=O)(=O)N2CCOCC2)cc1NC(=O)CN1CCN(C)CC1,-1%,12%,-22%,0,35%[activator],nt,0%
Cn1ccnc1SCC(=O)c1ccc(O)cc1,5%,-17%,-9%,6,7%,-30%,-30%
NC(=O)c1nsc(C(=O)N(Cc2ccc(F)cc2)C(C(=O)NC2CCCC2)c2ccco2)c1N (stereo not drawn),2%,16%,-7%,?,-15%,-2%,6%
Cc1ccc(S(=O)(=O)Nc2ccccc2C(=O)NCc2cccnc2)cc1,-8%,7%,-1%,-23,8%,1%,-2%
Cc1ccc(/C=C2/Sc3ccc(C(=O)N4CCC5(CC4)OCCO5)cc3NC2=O)cc1,-8%,4%,25%,-30,-26%,-2%,10%
O=C(CCc1nc(-c2ccccc2)no1)Nc1cccnc1,-10%,-9%,-15%,-11,2%,4%,-6%
O=C1c2ccccc2C(Nc2cccnc2)N1Cc1ccccc1 (stereo not drawn),?,?,-6%,63,-6%,8%,-4%
COc1ccc(NC(=S)N2CCN(S(=O)(=O)c3ccc(F)cc3)CC2)cc1,0%,5%,22%,-13,6%,-1%,-5%

Quoted from the listing:
`CC(C)C(=O)NC(=S)Nc1ccc(S(=O)(=O)Nc2nccs2)cc1` in LmPK inhibitor has -2%
`Cn1ccnc1SCC(=O)c1ccc(O)cc1` in AmpC inh no detg has -9%
